core dimer inh – HCV core protein dimerization inhibition | TR-FRET GST/Flag-core106 dimerization, 1536-well | inhibition, % at 5 µM | 300,000 tested, 0.33% active;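 active means inhibition above the mean of all tested compounds plus 3 SD, set per screening campaign, cut at about 45% in these data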
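Assay system: Tagged HCV core106 pair (GST and Flag) | Buffer or medium: KF-containing HEPES buffer, pH 7.45, DTT, CHAPS, BSA | Also added: Eu donor and XL665 acceptor anti-tag antibodies | Dosing: One concentration, 5 µM, in 0.5% DMSO | Timing: 4 h at 22.5 °C | Technique: TR-FRET 671 and 617 nm emission | Repeats: Singlicate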
GASC-1 inh – human JMJD2C demethylase inhibition; GST-JMJD2C(1-420) H3K9me3 demethylation, DELFIA europium; inhibition, % at 2.35 µM; 330,000 tested, 0.069% active;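 active means more than half of a compound's replicate wells show inhibition beyond 50%, single wells judged on their own value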;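 further: signal counts dimethyl H3K9 product captured on neutravidin plate; 0% = median of DMSO wells and 100% = 0.3 times that DMSO median; strong numbers were not always called active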
Target sequence (Q9H3R0 1-420 limits assumed): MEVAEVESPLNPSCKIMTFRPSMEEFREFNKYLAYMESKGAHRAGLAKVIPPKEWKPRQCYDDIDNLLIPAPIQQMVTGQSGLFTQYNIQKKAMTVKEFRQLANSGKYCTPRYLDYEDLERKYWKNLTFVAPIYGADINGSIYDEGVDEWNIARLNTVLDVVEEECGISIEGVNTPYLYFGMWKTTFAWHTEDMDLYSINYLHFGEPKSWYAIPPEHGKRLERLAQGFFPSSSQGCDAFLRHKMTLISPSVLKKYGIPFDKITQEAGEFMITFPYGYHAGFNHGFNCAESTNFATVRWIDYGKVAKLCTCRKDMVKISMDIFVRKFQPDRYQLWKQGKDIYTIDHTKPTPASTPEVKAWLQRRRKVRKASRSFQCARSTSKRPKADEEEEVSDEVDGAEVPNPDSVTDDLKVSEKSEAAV
procasp3 activ – activates human procaspase-3 | P42574 | recombinant procaspase-3 D3A, Ac-DEVD-pNA absorbance 405 nm | 330,000 tested, 0.11% active | activation, % at 8.5 µM | AID 463141;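 active means activation above the mean of all tested compounds plus 3 SD, cut at about 21% in these data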;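 further: 0% = DMSO alone and 100% = DMSO wells spiked with extra 5 µM PC-3 D3A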
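Test system: Procaspase-3 D3A mutant, all three cleavage aspartates alanine | Dosing: Single dose, 8.5 µM nominal compound, 0.8% DMSO | Schedule: 1 h preincubation, 2 h reaction | Technique: 405 nm absorbance of p-nitroaniline, reads at 0 and 120 min | Repeats: One well per compound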
PP5 primary – blocks human protein phosphatase 5 activity; inhibition, % at 6.7 µM; P53041; purified PP5c, OMFP substrate fluorescence; 320,000 tested, 0.18% active;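 active means inhibition above the campaign's mean inhibition across all tested compounds plus 3 SD, cut at about 9.5% in these data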;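 further: 0% = DMSO only and 100% = 100 µM cantharidin control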
PP1 inh – PP1-alpha (human) inhibition in PP5 counter-screen. P62136. purified PP1alpha, OMFP fluorescence. inhibition, % at 6.7 µM. 320,000 tested, 0.9% active. AID 2235;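 active means inhibition above the mean inhibition of all tested compounds plus 3 SD, computed separately for each screening campaign, cut at about 15% in these data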
Target sequence (P62136 whole entry, looked up): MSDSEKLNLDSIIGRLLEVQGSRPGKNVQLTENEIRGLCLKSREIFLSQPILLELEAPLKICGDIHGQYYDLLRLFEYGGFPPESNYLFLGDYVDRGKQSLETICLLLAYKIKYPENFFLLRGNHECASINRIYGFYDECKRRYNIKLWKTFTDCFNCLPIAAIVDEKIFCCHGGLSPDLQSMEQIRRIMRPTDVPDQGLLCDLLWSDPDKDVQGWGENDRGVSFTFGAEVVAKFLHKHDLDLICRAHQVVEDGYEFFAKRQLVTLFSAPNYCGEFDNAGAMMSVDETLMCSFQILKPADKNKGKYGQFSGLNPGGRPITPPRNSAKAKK
procasp7 counter – activates human procaspase-7, counter-screen for procaspase-3 activators; activation, % at 8.5 µM; P55210; 330,000 tested, 0.093% active; recombinant procaspase-7, Ac-DEVD-pNA absorbance 405 nm; D23A/D198A/D206A triple mutant, cannot self-cleave; scale: DMSO 0, 5 µM enzyme 100;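 active means percent activation above the screen-wide mean plus 3 SD, cut at about 25% in these data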
Target sequence (P55210 whole entry D23A/D198A/D206A): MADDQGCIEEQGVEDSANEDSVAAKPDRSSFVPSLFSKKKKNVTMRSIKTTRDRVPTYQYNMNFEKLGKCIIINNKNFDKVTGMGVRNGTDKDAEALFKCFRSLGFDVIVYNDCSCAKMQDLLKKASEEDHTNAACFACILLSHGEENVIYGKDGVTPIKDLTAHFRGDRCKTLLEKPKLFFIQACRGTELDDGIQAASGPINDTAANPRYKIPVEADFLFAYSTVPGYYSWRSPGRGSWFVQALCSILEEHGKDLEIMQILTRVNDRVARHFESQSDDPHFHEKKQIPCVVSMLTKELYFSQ
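signal = Epi-absorbance of released pNA at 405 nm, two timepoints | assay system = Uncleavable procaspase-7 mutant enzyme | reagent = Ac-DEVD-pNA substrate, 400 µM as added | times = 1 h enzyme–compound preincubation and 2 h substrate reaction, both 25 °C | benchmarks = low DMSO alone, high DMSO plus 5 µM PC-7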
VLA-4 inh – inhibition in a human VLA-4 binding assay; P13612; 330,000 tested, 0.2% active; inhibition, % (about 7 µM as worked out from the volumes in the protocol); VLA-4 expressing cells, ligand binding flow cytometry; AID 2557; in the data active means inhibition above about 50%
GRK2 inh – human GRK2 inhibition via aptamer displacement; inhibition of aptamer binding, % at 10 µM; P25098; bead flow cytometry, FAM-aptamer displacement from GRK2; 330,000 tested, 0.59% active;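 active means inhibition of aptamer binding above 40%, roughly 3 SD of noise, on plates passing a quality check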;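 further: median bead fluorescence of bound FAM aptamer so fluorescent compounds give negative values; no value below 0 was filed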
Fh CTSL1 inh – cathepsin L1 inhibition, PFM18AAP counter-screen; AID 1906; recombinant F. hepatica cathepsin L1, Z-Leu-Arg-MCA fluorescence; 300,000 tested, 0.49% active; inhibition, % at 5.96 µM;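 active means inhibition above the mean of all tested compounds plus 3 SD, set per screening campaign, cut at about 17% in these data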;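 further: 0% = plate median of test compound wells and 100% = 1 µM Z-Phe-Ala-diazomethylketone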
The depositor's hits bear a star; nt = not tested or not shown.

nr	mol	core dimer inh	GASC-1 inh	procasp3 activ	PP5 primary	PP1 inh	procasp7 counter	VLA-4 inh	GRK2 inh	Fh CTSL1 inh
1	O=C(Nc1ccc(Br)cn1)c1cccc(C(=O)Nc2ccc(Br)cn2)c1	-10	9	7	-2.4	-3	6	7	0	-3
2	Cc1ccc2nc3ccc(N4CCCC4)nn3c(=O)c2c1	-7	-14	8	3.8	-3	2	6	1	0
3	O=C(Nc1cc(Cl)c(O)c(Cl)c1)C1CCCO1 (stereo not drawn)	-6	3	-11	1.3	-1	4	27	3	-1
4	O=C(NNC(=O)c1ccccc1O)c1cc2ccccc2o1	0	-1	-6	-0.5	0	-7	-2	0	4
5	CC1CC(C)CN(CCCn2c(=S)[nH]c3ccccc3c2=O)C1 (stereo not drawn)	-9	-17	10	-0.2	-1	2	4	3	-4
6	CCc1nc2ccccc2c(C(=O)OCC(=O)NCCCN2CCCC2=O)c1C	1	9	0	3.5	-3	3	16	0	1
7	Cc1c(NC(=O)CCN2C(=O)c3ccccc3C2=O)c(=O)n(-c2ccccc2)n1C	-5	35	-3	-0.8	-1	-8	-7	0	-1
8	COc1ccc(NC(=O)CSc2nnc(Cc3ccccc3)c(=O)n2N)cc1OC	1	2	-3	2.5	-1	10	14	0	-2
9	O=C(Nc1ccccc1F)NC1CCCc2ccccc21 (stereo not drawn)	-5	8	1	-0.2	0	-2	25	0	-6
10	CN1CCN(C2=Nc3ccccc3Oc3ccc(Cl)cc32)CC1	7	11	5	1.1	2	8	2	14	-4
11	CCCS(=O)(=O)N1CCCC(C(=O)NCc2ccc(C)cc2)C1 (stereo not drawn)	-3	2	-4	-1.8	-4	8	-4	0	8
12	Cc1nc(-c2ccccc2)sc1C1(C)CC(c2ccc([N+](=O)[O-])cc2)=NO1 (stereo not drawn)	-3	-4	0	4.3	6	4	11	1	4
13	CC(=O)c1c(C)[nH]c(C(=O)Nc2cccc(S(=O)(=O)N(C)c3ccccc3)c2)c1C	3	1	-3	3.4	3	5	8	0	-10
14	CCC(=O)Nc1ccc(-c2nnc(SCC(=O)NCC3CCCO3)n2C)cc1 (stereo not drawn)	-7	5	-11	0.8	-4	-9	-6	1	-1
15	Cc1c(N=C2NC(=O)/C(=C/c3ccc(O)cc3)S2)c(=O)n(-c2ccccc2)n1C	-3	14	-7	-1.2	-1	-7	9	0	-2
16	c1ccc(C2Nc3cccc4cccc(c34)N2)cc1	3	7	1	2.6	4	1	-3	2	-5
17	COc1cccc(NC(=O)COC(=O)c2ccc(F)cc2F)c1	-9	9	-6	2.5	-6	-10	2	2	-8
18	Cc1c(OCC(=O)NCCCN2CCOCC2)ccc2c3c(c(=O)oc12)CCC3	10	3	12	3.3	-5	-2	0	1	1
19	Fc1ccccc1/C=N/NC(=S)Nc1ccc(Cl)cc1Cl	18	1	0	0.8	13	7	-3	1	-1
20	Cc1cc(C(=O)NC2CCCC2)on1	-2	4	-4	2.8	-1	1	38	0	0
21	Cc1cc(NC(=O)CSCC(=O)OC(C)C(=O)c2cc(C)c(C)cc2C)no1 (stereo not drawn)	-4	-2	-3	0.0	-1	-6	-1	1	-49
22	O=C(NCCc1ccccc1)N1CCCC(CNS(=O)(=O)Cc2ccccc2)C1 (stereo not drawn)	3	1	2	-1.8	-3	5	11	1	3
23	CN(C)CCCNC(=O)c1cc(C(=O)c2c(Cl)cccc2Cl)c[nH]1	1	-4	0	1.9	0	-8	15	0	-2
24	COC(=O)c1cc(NC(=O)Nc2cccc(Cl)c2)ccc1Cl	-3	5	-2	5.2	2	14	16	0	0
25	O=C(COC(=O)c1ccc(Br)o1)NCC1CCCCC1	nt	9	6	nt	nt	-3	8	0	nt
26	CCOC(=O)c1c(NC(=O)CSc2nnc(CNc3ccc(F)cc3)o2)sc(C(C)=O)c1C	32	-11	-6	0.4	5	-1	-2	4	13
27	Cc1ccc2nc(-c3ccc(NC(=O)COC(=O)c4ccc([N+](=O)[O-])o4)cc3)sc2c1	4	-7	5	0.7	2	3	-12	0	-8
28	CCOc1ccc(-c2nnn(CC(=O)NCCc3c[nH]c4ccccc34)n2)cc1	-3	0	-5	1.6	-2	8	-1	7	2
29	O=C(Nc1nc(-c2ccccn2)cs1)C1CCCC1	5	-43	9	-0.9	11	-2	-3	1	1
30	CC1(C)Cc2ccccc2-c2nnc(SCC(=O)Nc3nc4ccccc4s3)n21	4	-23	3	6.7	8	5	29	0	5
31	CCOc1ccc(-n2c(Cc3ccccc3)nnc2SCc2c(C)noc2C)cc1	3	-1	0	3.8	-2	-6	0	1	0
32	Cc1ccc(NC(=O)n2ncc3c(C)cccc32)c(C)c1	-12	-9	0	2.6	2	1	8	0	1
33	CCOC(=O)CCc1c(C)c2ccc(OC3CCCCC3=O)cc2oc1=O (stereo not drawn)	4	4	4	0.1	-1	8	0	0	3
34	CCSc1ncc(Cl)c(C(=O)Nc2ccccc2C)n1	4	6	-3	3.4	-5	-9	21	0	0
35	CC(=O)NC1CCC(C(=O)O)(c2ccccc2)C1 (stereo not drawn)	-4	4	5	0.6	1	10	-1	0	8
36	c1ccc(Cn2nnc3c(Nc4ccc5c(c4)OCO5)nc(C4CC4)nc32)cc1	8	-1	-3	1.1	-3	-13	22	39	2
37	CC(=O)c1ccc(-n2c(-c3cc(-c4ccco4)[nH]n3)n[nH]c2=S)cc1	18	2	-3	0.6	-3	0	13	6	0
38	COc1ccc(OCCCC(=O)OCC(=O)Nc2c(C)nn(-c3ccccc3)c2C)cc1	2	8	6	-1.5	-2	-3	2	1	-1
39	COc1ccc(C(=O)NC(=S)N(Cc2ccccc2)Cc2ccccc2)cc1	10	2	4	1.1	0	16	-3	0	1
40	COc1ccc(-c2csc(NC(=O)c3ccccc3OC)c2C(=O)O)cc1OC	-11	-32	1	2.7	-5	-5	-10	2	-1
41	O=C(CN1CCN(C(c2ccccc2)c2ccccc2)CC1)N1CCN(c2ccccc2)CC1	7	-15	3	3.9	2	1	5	0	-2
42	O=C1CCc2cc(S(=O)(=O)N3CCC(C(=O)NCCC4=CCCCC4)CC3)ccc2N1	3	nt	5	1.8	-5	-2	17	10	-1
43	Cc1ccc2c(c1)nnn2C1CCN(CC(=O)N(c2ccccc2)c2ccccc2)CC1	-1	3	2	0.5	-1	-3	0	0	-2
44	CCCCOC(=O)CSC1=C(C#N)C(c2cccnc2)C(C(=O)OCC)=C(c2ccccc2)N1 (stereo not drawn)	13	-16	16	2.9	3	18	13	0	-1
45	CN(C)c1ccc(S(=O)(=O)NCC(=O)OCC(=O)Nc2cccc(Cl)c2)cc1[N+](=O)[O-]	-2	7	-5	-0.8	1	2	21	0	-19
46	CN(C)S(=O)(=O)Oc1ccsc1C(=O)Nc1ccc(C(F)(F)F)cc1	4	1	3	5.0	-4	5	8	1	-1
47	CC(=O)OC1OCCOC1NC(=S)NCc1ccco1 (stereo not drawn)	5	-5	-18	2.1	0	-28	7	0	-11
48	CS(=O)(=O)N(CC(=O)Nc1ccccc1C(=O)NCCc1ccccc1)c1ccc2c(c1)OCCO2	6	37	-1	1.3	-1	-5	-4	4	3

Some of the entries above, set out differently.
47	CC(=O)OC1OCCOC1NC(=S)NCc1ccco1 (stereo not drawn)
7	Cc1c(NC(=O)CCN2C(=O)c3ccccc3C2=O)c(=O)n(-c2ccccc2)n1C
20	Cc1cc(C(=O)NC2CCCC2)on1
12	Cc1nc(-c2ccccc2)sc1C1(C)CC(c2ccc([N+](=O)[O-])cc2)=NO1 (stereo not drawn)
32	Cc1ccc(NC(=O)n2ncc3c(C)cccc32)c(C)c1

Screen / compound no.	47	7	20	12	32
core dimer inh	5	-5	-2	-3	-12
GASC-1 inh	-5	35	4	-4	-9
procasp3 activ	-18	-3	-4	0	0
PP5 primary	2.1	-0.8	2.8	4.3	2.6
PP1 inh	0	-1	-1	6	2
procasp7 counter	-28	-8	1	4	1
VLA-4 inh	7	-7	38	11	8
GRK2 inh	0	0	0	1	0
Fh CTSL1 inh	-11	-1	0	4	1

Next section.
nr	mol	core dimer inh	GASC-1 inh	procasp3 activ	PP5 primary	PP1 inh	procasp7 counter	VLA-4 inh	GRK2 inh	Fh CTSL1 inh
49	C[C@@H]1CC[C@@]2(O[C@@H](CCO)C[C@@H](O)[C@@H]2O)O1	1	2	9	-0.9	0	4	-7	1	-2
50	Cc1cc(OCC(=O)NC(C)C)cc(C)c1Cl	1	-13	3	2.2	4	-5	-1	3	-4
51	CC(Nc1ccccc1)c1cccnc1 (stereo not drawn)	-4	-3	-3	3.0	-5	9	1	1	-1
52	COCCN(CCOC)c1nc(-c2ccc(Cl)cc2)nc2ccccc12	12	-9	5	3.1	-3	6	-8	0	3
53	COc1ccc(CN2CCc3c([nH]c4ccccc34)C2)cc1Br	0	6	2	5.1	6	-4	2	0	2
54	COc1ccc(C2c3[nH]c4ccccc4c3C[C@H]3C(=O)N(c4ccccc4C(=O)N4CCC(C(=O)O)CC4)C(=O)N23)cc1 (stereo partly drawn)	2	-3	-4	5.2	-7	0	12	6	-7
55	COc1cccc(C(=O)Nc2ccccc2-c2ccccc2)c1	nt	9	9	4.1	4	10	0	0	nt
56	CCCCc1n[nH]c(=S)n1Cc1ccc(Cl)cc1	2	-4	-27	3.6	-3	-24	1	1	1
57	COC(=O)C1CCN(S(=O)(=O)CCNC(=O)c2ccc3c(c2)OCO3)CC1	-1	-1	8	-1.0	-1	12	13	0	-3
58	Cc1ccc(S(=O)(=O)N2CCCC2CNC(=O)C(=O)Nc2ccccc2)cc1 (stereo not drawn)	4	-44	-4	-0.5	-4	3	2	0	-2
59	Cc1ccc(NC(=O)CN(C)C(=O)Nc2ccc(C)cc2)cc1	1	5	-10	-0.1	-2	2	6	2	-1
60	O=C(C1CCCN(S(=O)(=O)c2cccc3nonc23)C1)N1CCN(c2ccccc2)CC1 (stereo not drawn)	3	10	-5	2.0	10	-6	-1	0	-4
61	CSc1ccccc1C(=O)Nc1cc([N+](=O)[O-])ccc1C	4	-21	12	1.3	-8	8	-2	1	0
62	CC(=O)OCC(=O)N1N=C(c2ccc3ccccc3c2)CC1c1ccccc1 (stereo not drawn)	16	-2	9	3.1	4	5	13	2	-5
63	Cc1cc(NC(=O)Nc2ccc(Cl)c(Cl)c2)no1	-5	9	3	0.7	6	-7	2	1	11
64	N#C/C(=C(/O)CO/N=C/c1ccccc1Cl)c1nc2ccccc2[nH]1	1	-9	5	0.7	-1	-3	0	0	1
65	Cc1ccc2cc(CCNC(=O)C3CCCC3)c(=O)[nH]c2c1	0	-1	2	1.3	-1	7	26	2	0
66	COc1ccc(C(=O)C(CCCCC(CN(C)C)C(=O)c2ccc(OC)cc2)CN(C)C)cc1 (stereo not drawn)	-5	0	3	2.7	0	-2	1	0	-2
67	COc1ccc(C2SCCN2C(=S)Nc2cccc(C(F)(F)F)c2)cc1 (stereo not drawn)	8	21	0	5.6	4	1	13	0	0
68	Cc1ccccc1N(CC(=O)N/N=C/c1cc(Br)c(C)o1)S(C)(=O)=O	-4	8	1	2.9	-2	4	17	9	4
